Screening results as filed in PubChem.
IL1B NFkB inh = blocks IL-1B driven NFkB nuclear translocation in HUVEC cells; HUVEC IL-1B NFkB p65 nuclear translocation imaging; inhibition, % at 2 µM; actives 0.43% (n = 94,000); AID 796;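 active means inhibition above about 30% together with a positive call from visual inspection of the well image, limit read from the data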;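 further: nuclear over cytoplasmic p65 intensity ratio measured by imaging; 0% = IL-1B stimulated DMSO wells and 100% = unstimulated DMSO wells; values of inactives mirror those of a sister screen read the other way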
MRP resist rev = MRP-mediated drug resistance reversal; H69AR cells + 2 uM doxorubicin, CellTiter-Glo, 72 h; differential viability (reversal), % at 10 µM; actives 0.04% (n = 85,000); AID 602;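 active means viability drop by adding the cancer drug above about 55%, with treated viability meeting a 40% cutoff, limit read from the data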;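 further: viability without doxorubicin minus viability with 2 µM doxorubicin for each compound; larger differential means the compound sensitizes cells more to doxorubicin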
Bcl-B displacement = displacers of TR3 peptide from Bcl-B, primary screen, selectivity assay for Bfl-1 inhibitor project, biochemical, fluorescence polarization; FP displacement of FITC-TR3 peptide from Bcl-B; higher % means a stronger effect; one-dose displacement, % at 20 µM; IC50 in µM for titrated hits; actives 0.11% (n = 96,000); AID 748;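 active means displacement above 50% at 20 µM plus a fluorescence interference ratio under 1.5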;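 further: plate controls were wells without compound for no effect and wells lacking Bcl-B protein for full effect; a part of the inactive calls stands beside numbers as strong as those of hits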
PLAP inhibitors HTS = inhibition of human placental alkaline phosphatase – biochemical, luminescence, HTS (AID 690) | purified PLAP, luminescent substrate; higher % means a stronger effect | inhibition, % at 20 µM, or IC50 in µM where a hit was titrated | actives 0.08% (n = 96,000); in the data active means a potency from the dose series; inactive means the rest, 99 in 100 with inhibition below about 30%; further: strong numbers were not always called active
IL1B NFkB pot = enhances IL-1B driven NFkB nuclear translocation; HUVEC IL-1B NFkB p65 nuclear translocation imaging; activation, % at 2 µM; actives 0.3% (n = 94,000); AID 819;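 active means activation above 40%, about the mean plus 3 SD, also judged a hit on visual image review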;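 further: percent activation is computed from the nuclear over cytoplasmic p65 intensity ratio; values of inactives mirror those of a sister screen read the other way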
MRP resist rev cytotoxicity = second read-out of MRP resist rev, no call of its own (marks repeat the call); viability, %; H69AR cells, CellTiter-Glo, 72 h; measured here: cytotoxicity without doxorubicin
MRP resist rev with doxorubicin = also measured in MRP resist rev; calls as there; viability, %; measured here: viability with 2 uM doxorubicin; hits give low values
IL1B NFkB inh cell count 2 µM = recorded beside IL1B NFkB inh, whose call it bears; cell count; measured here: cells passing quality filter;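 raw number of nuclei counted in each imaged well without normalization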
IL1B NFkB pot cell count 2 µM = recorded beside IL1B NFkB pot, whose call it bears; cell count; measured here: cells passing quality filter
* = called active by the depositor; / = no result given. A portion of the library; count on the stated rates, not on these rows.

SMILES | IL1B NFkB inh | IL1B NFkB inh cell count 2 µM | MRP resist rev | MRP resist rev cytotoxicity | MRP resist rev with doxorubicin | Bcl-B displacement | PLAP inhibitors HTS | IL1B NFkB pot | IL1B NFkB pot cell count 2 µM
CCOC(=O)C(CC)n1cnc2c(cnn2-c2ccc(Cl)cc2)c1=O (stereo not drawn) | 8 | 135 | 17 | 89 | 71 | 4% | 1% | -8 | 135
Cn1c(SCC(=O)N2CCN(S(=O)(=O)c3ccccc3)CC2)nc2ccccc21 | 10 | 107 | 1 | 87 | 86 | 10% | -7% | -10 | 107
Nc1ccc(-n2c(N)c(C(=O)NCc3ccc4c(c3)OCO4)c3nc4ccccc4nc32)cc1 | -20 | 129 | -24 | 61 | 85 | / | / | 20 | 129
COc1ccc2[nH]c3c(NCCN4CCCCC4)ncnc3c2c1 | 3 | 79 | -10 | 76 | 85 | 8% | -26% | -3 | 79
COc1ccc(-n2c(Cc3cccn3C)nnc2SCC(=O)Nc2ccccc2C)cc1 | 4 | 54 | -14 | 85 | 99 | 1% | -67% | -4 | 54
COc1ccccc1N1CCN(C(=O)CN(c2cc(C)cc(C)c2)S(C)(=O)=O)CC1 | 6 | 89 | 4 | 89 | 85 | -10% | -27% | -5 | 89
Cc1ccc(OCn2c(=O)sc3ccccc32)cc1 | -20 | 146 | 23 | 95 | 72 | -6% | -9% | 20 | 146
C=CCn1c(SC(CCO)C(=O)NCc2ccco2)nc2sc3c(c2c1=O)CCC3 (stereo not drawn) | 8 | 126 | / | / | / | -13% | -23% | -8 | 126
Nc1ccc2nc(-c3ccc(N)c(Cl)c3)[nH]c2c1 | -7 | 139 | -11 | 50 | 60 | / | / | 7 | 139
COc1ccc(CCN2CC34C=CC(O3)C(C(=O)NCc3ccccc3)C4C2=O)cc1OC (stereo not drawn) | 2 | 119 | / | / | / | 6% | -16% | -2 | 119
CCCCCc1c(O)c2ccccc2[nH]c1=O | -2 | 114 | 10 | 103 | 93 | -2% | -1% | 2 | 114
COc1cc(NC(=O)c2cnn3c(C)cc(C)nc23)c(OC)cc1Cl | -24 | 119 | -15 | 77 | 92 | 1% | -17% | 24 | 119
CCOC(=O)c1ccc(NC(=O)CCc2ccc(CC)o2)cc1 | -13 | 188 | 5 | 82 | 77 | 1% | 26% | 13 | 188
O=c1cc(C(F)(F)F)nc(-c2ccccc2)[nH]1 | 0 | 133 | -3 | 93 | 96 | 2% | 4% | 0 | 133
COC(=O)c1ccc(S(=O)(=O)N2CCCCC2)o1 | 0 | 37 | 2 | 96 | 94 | -1% | 15% | 0 | 37
O=C(COc1ccccc1Cl)Nc1nc(-c2cccs2)cs1 | 0 | 150 | -2 | 92 | 94 | -7% | -5% | 0 | 150
O=C(Nc1nnc(SCc2ccccc2Cl)s1)C1COc2ccccc2O1 (stereo not drawn) | -7 | 188 | / | / | / | -4% | -36% | 7 | 188
COCCNC(=O)c1c[nH]c2ccc(OC)cc2c1=O | 8 | 113 | -7 | 100 | 106 | 13% | -6% | -8 | 113
COc1ccccc1-c1cc(C(=O)NCc2cccs2)no1 | -5 | 210 | 12 | 63 | 51 | -7% | 5% | 5 | 210
Cc1nn(C(=O)c2cccs2)c(N)c1-c1ccccc1 | / | / | 9 | 90 | 81 | -3% | 8% | / | /
OCCOc1nnnn1-c1ccccc1 | 5 | 171 | -1 | 98 | 99 | 3% | -7% | -5 | 171
Cc1ccc(O)c(C2=NOC(O)(C(F)(F)C(F)F)C2)c1 (stereo not drawn) | -6 | 127 | / | / | / | 7% | -7% | 6 | 127
CN(C)CCCNC(=O)CC(c1ccc(F)cc1)c1ccco1 (stereo not drawn) | / | / | 12 | 97 | 85 | 5% | 4% | / | /
CSc1cc(-c2ccc(Cl)cc2)n(Cc2ccccc2)c(=O)c1C#N | -9 | 171 | 1 | 5 | 5 | -25% | 39% | 9 | 171
Clc1ccc(Cc2ccc(SCc3ccccc3)nn2)c(Cl)c1 | -7 | 156 | / | / | / | -6% | -5% | 7 | 156
CCOC(=O)c1ccc(NC2c3ccccc3C(=O)N2c2cccnc2)cc1 (stereo not drawn) | / | / | -6 | 78 | 84 | 4% | 3% | / | /
CCCCCCn1c(=O)c(F)cn(Cc2ccc(OC)c([N+](=O)[O-])c2)c1=O | 11 | 116 | / | / | / | -5% | 6% | -11 | 116
COc1ccc(C(=O)N2CCC(C(=O)Nc3cccc(C)c3)CC2)cc1OC | 1 | 145 | -25 | 58 | 83 | -14% | -11% | -1 | 145
O=C(C1CC(=O)N(C2CCCC2)C1)N1CCN(c2ccc(F)cc2)CC1 (stereo not drawn) | 1 | 162 | 4 | 103 | 98 | / | / | -1 | 162
CC(C)(C)NC(=O)NC(=O)CSc1nnc(-c2ccccc2F)n1N | -5 | 149 | 8 | 93 | 85 | -4% | 10% | 5 | 149
COc1ccc(NS(=O)(=O)c2ccc3oc(Nc4ccc5c(c4)OCCO5)nc3c2)cc1 | 5 | 95 | -4 | 89 | 93 | 4% | -13% | -5 | 95
CC12CC(c3ccccc3O1)N(C(=O)c1ccco1)C(=S)N2c1ccccc1 (stereo not drawn) | -16 | 182 | -10 | 88 | 98 | 4% | -6% | 16 | 182
O=C(NC1CCCCCCC1)C1CCCN(S(=O)(=O)c2cnc[nH]2)C1 (stereo not drawn) | 11 | 174 | 9 | 96 | 87 | 4% | -71% | -11 | 174
O=C(NCCN1C(=O)CCC1=O)c1ccncc1 | -4 | 146 | / | / | / | 6% | 16% | 4 | 146
CCOC(=O)CSc1nnc(-c2ccoc2C)n1-c1ccc(C)cc1 | -11 | 117 | 7 | 99 | 93 | / | / | 11 | 117
COC(=O)C(NC(=O)c1ccc(Cl)cc1)(Nc1nc(C)cs1)C(F)(F)F (stereo not drawn) | -2 | 173 | -4 | 89 | 93 | 1% | -4% | 2 | 173

Reprinted at random: 2 compounds from above, in no set order.
SMILES | IL1B NFkB inh | IL1B NFkB inh cell count 2 µM | MRP resist rev | MRP resist rev cytotoxicity | MRP resist rev with doxorubicin | Bcl-B displacement | PLAP inhibitors HTS | IL1B NFkB pot | IL1B NFkB pot cell count 2 µM
Clc1ccc(Cc2ccc(SCc3ccccc3)nn2)c(Cl)c1 | -7 | 156 | / | / | / | -6% | -5% | 7 | 156
O=c1cc(C(F)(F)F)nc(-c2ccccc2)[nH]1 | 0 | 133 | -3 | 93 | 96 | 2% | 4% | 0 | 133

New compounds follow
SMILES | IL1B NFkB inh | IL1B NFkB inh cell count 2 µM | MRP resist rev | MRP resist rev cytotoxicity | MRP resist rev with doxorubicin | Bcl-B displacement | PLAP inhibitors HTS | IL1B NFkB pot | IL1B NFkB pot cell count 2 µM
CCc1ccc(OCC(=O)NCCOc2ccccc2)cc1 | -14 | 154 | 13 | 99 | 86 | 0% | 7% | 14 | 154
O=C(Nc1ccc2nc(-c3ccc(Br)o3)[nH]c2c1)c1ccco1 | -4 | 143 | -18 | 51 | 70 | 9% | 14% | 4 | 143
COc1cccc(NC(=O)N2CCC(C(=O)Nc3ccc(C)cc3C)CC2)c1 | 8 | 144 | 24 | 86 | 61 | 4% | -22% | -8 | 144
Clc1ccc(OCCn2cnc3ccccc32)c(Cl)c1 | 7 | 119 | 13 | 88 | 74 | / | / | -7 | 119
CCC(=O)Nc1c(C#N)c2nc3ccccc3nc2n1C1CCCCC1 | -1 | 134 | -16 | 85 | 101 | -23% | -39% | 1 | 134
Cc1ccc(NC(=O)c2cc(N3CCOCC3)nc3ccccc23)cc1 | 10 | 159 | -31 | 33 | 65 | 3% | -4% | -10 | 159
COCCn1nnnc1CN(Cc1ccco1)Cc1cc2cc3c(cc2[nH]c1=O)OCO3 | 9 | 181 | 6 | 84 | 77 | 6% | -2% | -9 | 181
CC(=O)c1cccc(NC(=O)C2CCCN2S(=O)(=O)c2cccc3nsnc23)c1 (stereo not drawn) | -4 | 42 | 11 | 88 | 77 | 0% | -2% | 4 | 42
CCOC(=O)c1ccc(COC(=O)CCc2nc3ccccc3[nH]c2=O)o1 | 3 | 192 | 10 | 87 | 78 | -2% | 6% | -3 | 192
COC(=O)C1=C(C)N(C)C(C)=C(C(=O)OC)C1c1ccccc1C | -13 | 142 | 21 | 103 | 82 | 2% | -23% | 13 | 142
CC(=O)c1ccc(NC(=O)c2cnn3c(C(F)F)cc(C4CC4)nc23)cc1 | 0 | 88 | 5 | 104 | 99 | / | / | 1 | 88
CSc1nc2ccc(Nc3nc(N4CCOCC4)nc(N4CCOCC4)n3)cc2s1 | 0 | 200 | -7 | 40 | 47 | -4% | -6% | 0 | 200
CCCc1ccc(OCc2ccc(C(=O)O)o2)c(OC)c1 | 7 | 93 | 4 | 95 | 91 | 1% | -8% | -7 | 93
COc1ccc(C(=O)Nc2ccc(-c3cn4ccsc4n3)cc2)cc1S(=O)(=O)N1CCOCC1 | -21 | 173 | -16 | 45 | 61 | -3% | 7% | 21 | 173
C/C(CCc1ccc2c(c1)OCO2)=N\N=C(/N)SC1CC(=O)N(c2ccccc2F)C1=O (stereo not drawn) | 0 | 132 | / | / | / | 4% | -14% | 0 | 132
COc1cc(/C=N/NC(N)=S)ccc1OCC(=O)Nc1ccc(C)c(C)c1 | -20 | 196 | / | / | / | -11% | 4% | 20 | 196
COC(=O)CN(c1ccc2c(c1)OCCO2)S(=O)(=O)c1ccccc1 | -10 | 129 | 3 | 92 | 89 | -8% | 2% | 10 | 129
O=C(NCCCn1ccnc1)c1ccc(S(=O)(=O)N2CCCCCC2)cc1 | 24 | 161 | 8 | 91 | 83 | -9% | 4% | -24 | 161
O=C(CC1(O)C(=O)N(C/C=C/c2ccccc2)c2ccccc21)c1ccccn1 (stereo not drawn) | / | / | -7 | 24 | 31 | 2% | 1% | / | /
CC(C)CNC(=O)COC(=O)/C=C/c1ccccc1[N+](=O)[O-] | -17 | 174 | / | / | / | -8% | -3% | 17 | 174
O=C(Nc1sc2c(c1C(=O)NCc1cccnc1)CCCC2)c1ccco1 | -5 | 143 | -1 | 84 | 85 | -49% | -37% | 5 | 143
CCc1ccc(CNc2ccc(O)cc2)cc1 | -12 | 87 | -7 | 53 | 59 | 21% | -27% | 12 | 87
CCNc1nc(Oc2ccc(C(=O)OC)cc2)nc(SC)n1 | -12 | 169 | -28 | 55 | 83 | -3% | -22% | 11 | 169
CCOC(=O)CNC(=O)CSc1nnc(-c2ccncc2)n1-c1ccc(Cl)cc1 | 10 | 172 | 10 | 79 | 69 | 1% | 4% | -10 | 172

Arranged by molecular weight (smallest number first): part of the list above
SMILES | IL1B NFkB inh | IL1B NFkB inh cell count 2 µM | MRP resist rev | MRP resist rev cytotoxicity | MRP resist rev with doxorubicin | Bcl-B displacement | PLAP inhibitors HTS | IL1B NFkB pot | IL1B NFkB pot cell count 2 µM
CCNc1nc(Oc2ccc(C(=O)OC)cc2)nc(SC)n1 | -12 | 169 | -28 | 55 | 83 | -3% | -22% | 11 | 169
COC(=O)CN(c1ccc2c(c1)OCCO2)S(=O)(=O)c1ccccc1 | -10 | 129 | 3 | 92 | 89 | -8% | 2% | 10 | 129
O=C(CC1(O)C(=O)N(C/C=C/c2ccccc2)c2ccccc21)c1ccccn1 (stereo not drawn) | / | / | -7 | 24 | 31 | 2% | 1% | / | /

Going on with the list.
SMILES | IL1B NFkB inh | IL1B NFkB inh cell count 2 µM | MRP resist rev | MRP resist rev cytotoxicity | MRP resist rev with doxorubicin | Bcl-B displacement | PLAP inhibitors HTS | IL1B NFkB pot | IL1B NFkB pot cell count 2 µM
O=C(NCC1CCCO1)c1ccc(C(=O)NCC2CCCO2)cc1 (stereo not drawn) | -15 | 184 | -3 | 93 | 95 | -4% | 2% | 15 | 184
CCOc1ccc(-n2ccnc2SCC(=O)Nc2nnc(CC)s2)cc1 | 19 | 86 | -4 | 93 | 97 | 1% | -46% | -19 | 86
Cn1c(=N)n(CC(=O)c2ccc(Br)s2)c2ccccc21 | 3 | 216 | / | / | / | 2% | 26% | -3 | 216
O=C1OC(c2ccccc2)C2(CCCC2)C(=O)C12CCCC2 (stereo not drawn) | 10 | 135 | 10 | 90 | 81 | 3% | -6% | -10 | 135
CCOC(=O)c1cccc(NC(=O)CSc2nnc(-c3cccnc3)n2C)c1 | -8 | 155 | 8 | 85 | 77 | -9% | -35% | 7 | 155
CCS(=O)c1ccccc1C(=O)O (stereo not drawn) | 0 | 192 | 1 | 101 | 100 | 1% | -20% | 0 | 192
CCCNC(=O)CC1Sc2ccccc2NC1=O (stereo not drawn) | -43 | 98 | -5 | 83 | 88 | -5% | 6% | 43* | 98*
